Screens from PubChem.
Tau fluor cs: Counterscreen qHTS for Inhibitors of Tau Fibril Formation, Fluorescence Polarization | tau K18 P301L Alexa594 fluorescence, heparin fibrillization | Potency, µM (doses to about 57.7 µM), for the others: at the highest dose activity change, negative = decrease | hit rate 0.93% among 280,000 | AID 1463, 2008; also: % is scaled to controls: 0 for no effect and ±100 for the full control effect; nearly all actives have a fitted effect of over 55% in size
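Human tau K18 P301L (15 uM unlabeled, 0.24 uM Alexa 594-labeled) in 100 mM sodium acetate pH 7 with 20 uM heparin, 6 hr at 37 C. ThT 30 uM added, 1 hr ambient; Alexa 594 FP and total fluorescence read at 555/632 nm.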
HTT cytoprotect: qHTS Multiplex Assay to Identify Dual Action Probes in a Cell Model of Huntington: Cytoprotection (ATP) | PC12 HTT-Q103 induced, cytoprotection, ATP luminescence, 40 h | Potency, µM (top dose mostly 56.4 µM), for inactives: cytoprotection (ATP increase), most hits filed as activators | hit rate 0.14% among 230,000 | AID 1471, 2008;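 also: % of control where 0% means no effect; nearly all actives have a fitted effect of over 45% in size; toxic huntingtin expression switched on by the ecdysone agonist tebufenozide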
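PC12 cells stably carrying ecdysone-inducible Htt exon 1 (Q103)–GFP were induced with 100 nM tebufenozide (final) alongside library compounds in a dose series. Cytoprotection was scored as retained ATP by ATPlite luminescence.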
TRb SRC2 PPI: qHTS for Inhibitors of the Interaction of Thyroid Hormone Receptor and Steroid Receptor Coregulator 2. Thyroid hormone receptor beta (Homo sapiens), P10828. TRbeta-SRC2 peptide binding, fluorescence polarization; receptor liganded with 1 µM T3. Potency, µM (highest dose often 106 µM), for inactives: at the top dose activity change, negative = inhibition, hits mostly inhibitors. hit rate 0.065% among 280,000;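 also: plate controls were bound peptide for no effect and peptide without receptor for full effect; nearly all actives have a fitted effect of over 50% in size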
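Human TRb ligand-binding domain (0.6 uM) is mixed with 20 nM Texas Red SRC2 peptide and 1 uM T3; after compound addition and 5 hr at ambient temperature, polarization is measured and normalized to unbound and bound controls.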
Tau fibril FP: qHTS for Inhibitors of Tau Fibril Formation, Fluorescence Polarization. Microtubule-associated protein tau (Homo sapiens), P10636. Potency, µM (highest dose often 57.7 µM), inactives show top-dose activity, negative = inhibition, most hits filed as inhibitors. hit rate 0.39% among 280,000. K18 P301L tau heparin fibrillization, Alexa594 FP, 6 h; also: % is scaled to controls: 0 for no effect and ±100 for the full control effect; nearly all actives have a fitted effect of over 55% in size
Target sequence (P10636 561-689 P618L limits assumed): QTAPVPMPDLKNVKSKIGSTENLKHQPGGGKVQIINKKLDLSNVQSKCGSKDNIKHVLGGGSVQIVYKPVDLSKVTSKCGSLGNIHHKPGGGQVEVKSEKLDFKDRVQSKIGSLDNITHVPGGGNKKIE
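K18 P301L tau (15 uM unlabeled/0.24 uM Alexa 594-labeled, final) + compound + heparin 20 uM final; 100 mM NaOAc pH 7; 6 hr 37 C; ThT 30 uM final added, 1 hr RT; FP ex 555/em 632 nm.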
L3MBTL1 block: qHTS Assay for the Inhibitors of L3MBTL1; Lethal(3)malignant brain tumor-like protein 1 (Homo sapiens), Q9Y468; AlphaScreen L3MBTL1–H3K9me1 peptide binding; Potency, µM (titrated, usually from 57.1 µM), for inactives: top-dose activity, negative = inhibition, hits mostly inhibitors; hit rate 0.66% among 230,000; AID 485360, 2010; also: % is scaled to controls: 0 for no effect and ±100 for the full control effect; nearly all actives have a fitted effect of over 60% in size
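L3MBTL1 (50 nM) pre-complexed 30 min with biotinylated H3(1-15)K9me1 peptide (75 nM), then compounds added for 30 min at room temperature; AlphaScreen streptavidin donor/nickel chelate acceptor beads (10 ug/mL final) read after 30 min dark incubation.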
RECQ1 inh: qHTS Assay for Inhibitors of RecQ-Like Dna Helicase 1 (RECQ1) | ATP-dependent DNA helicase Q1 (Homo sapiens), P46063 | RECQ1 DNA unwinding, red fluorescence kinetic read | Potency, µM (doses to about 57.3 µM), for inactives: at the top dose activity, negative = inhibition, usual class: inhibitors | hit rate 0.54% among 240,000;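 also: plate controls were vehicle for no effect and no enzyme for full effect; nearly all actives have a fitted effect of over 30% in size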
Target sequence (P46063 whole entry, looked up): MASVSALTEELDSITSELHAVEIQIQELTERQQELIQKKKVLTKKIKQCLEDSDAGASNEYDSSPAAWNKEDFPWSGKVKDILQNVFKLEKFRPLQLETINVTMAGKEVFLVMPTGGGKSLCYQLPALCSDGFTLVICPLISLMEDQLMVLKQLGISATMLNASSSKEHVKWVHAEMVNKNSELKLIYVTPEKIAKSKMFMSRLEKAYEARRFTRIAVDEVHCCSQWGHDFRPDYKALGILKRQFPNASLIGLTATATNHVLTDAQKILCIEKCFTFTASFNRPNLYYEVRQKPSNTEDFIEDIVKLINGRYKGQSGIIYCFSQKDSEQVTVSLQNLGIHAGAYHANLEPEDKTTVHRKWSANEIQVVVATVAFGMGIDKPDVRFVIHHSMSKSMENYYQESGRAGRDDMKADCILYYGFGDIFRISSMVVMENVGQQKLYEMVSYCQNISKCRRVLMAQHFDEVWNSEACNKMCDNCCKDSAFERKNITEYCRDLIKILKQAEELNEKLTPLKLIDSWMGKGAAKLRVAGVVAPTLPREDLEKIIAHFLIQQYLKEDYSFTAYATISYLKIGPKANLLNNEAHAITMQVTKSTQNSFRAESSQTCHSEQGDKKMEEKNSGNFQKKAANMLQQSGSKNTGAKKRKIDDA
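50 nM RECQ1T1 preincubated 15 min with compound in Tris pH 8.0 buffer with MgCl2, DTT, Tween-20 and 2.5 ug/ml poly(dI-dC); started with 200 nM TAMRA/BHQ-2 forked duplex and 2 mM ATP. Unwinding read as fluorescence (525/598 nm), two reads 2 h apart.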
TexasRed fluor: Total Fluorescence Counterscreen for Inhibitors of the Interaction of Thyroid Hormone Receptor and Steroid Receptor Coregulator 2; TRb/SRC2 Texas Red total fluorescence interference; Potency, µM (highest dose often 106 µM), for the others: at the top dose fluorescence change, negative = quenching; hit rate 0.29% among 280,000; AID 1479, 2009; active = well fitted curve in either direction with a large enough effect; inconclusive = small, poorly fitted or top-dose-only effect; also: % is scaled to controls: 0 for no effect and ±100 for the full control effect
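Flags fluorescent or light-absorbing compounds by total fluorescence, S + 2P, at 555 nm excitation and 632 nm emission. Mixture: 20 nM Texas Red SRC2 peptide, 0.6 uM human TRb LBD, 1 uM T3, 5% DMSO; compound exposure 5 h at ambient temperature.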
Tau ThT inhib: qHTS for Inhibitors of Tau Fibril Formation, Thioflavin T Binding. recombinant tau K18 P301L (four-repeat tau fragment), heparin-induced fibrillization, ThT fluorescence. hit rate 2.1% among 270,000. Microtubule-associated protein tau (Homo sapiens), P10636. Potency, µM (titrated, usually from 57.4 µM), without a hit: top-dose activity, negative = inhibition, usual class: inhibitors; also: % is scaled to controls: 0 for no effect and ±100 for the full control effect; nearly all actives have a fitted effect of over 55% in size
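In this qHTS, human K18 P301L tau is incubated with compound and heparin for 6 hr at 37 C, and Thioflavin T fluorescence then reports fibril load.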
* = called active by the depositor; i = inactive; ? = inconclusive; nt = no result given; & = joins results of further samples; [ ] = dose if it differs, or a comment. Unless noted, calls follow the shape of the dose curve; as a rule, active = well fitted curve in the direction sought with a large enough effect; inconclusive = small, poorly fitted or top-dose-only effect, or another doubt; inactive = no such curve, though single readings can be large; an effect the other way counts as inactive or inconclusive. Potency is read from the fitted curve at half-maximal effect.

SMILES	Tau fluor cs	HTT cytoprotect	TRb SRC2 PPI	Tau fibril FP	L3MBTL1 block	RECQ1 inh	TexasRed fluor	Tau ThT inhib
Cc1ccc(C(=O)CSc2nnc(-c3ccccc3N)n2C)cc1C	-9.5%	3.7%[1.9 µM]	6.9%	1.0%	5.5%	-5.0%	4.1%	?
O=C(OCc1ccccn1)c1ccc(COc2ccc3ccccc3c2)o1	-17.4%	4.3%[10 µM]	4.1%	0.5%	nt	-14.6%	-0.8%	?
CCOc1nc(NC(=O)NS(=O)(=O)Oc2ccccc2Cl)nc(-c2ccccc2)n1	-3.9%&-7.1%	-24.7%	3.5%&-1.2%	-9.9%&-4.7%	nt	-2.5%	0.5%&-3.0%	-4.1%&-9.0%
Cc1cccc(OCC(=O)Nc2ccc(S(=O)(=O)Nc3ccccn3)cc2)c1	-1.0%	nt	-3.1%	-8.6%	-7.8%	i	-3.6%	5.2%
O=C1CN(C(=O)CSc2nnc(C3CC3)n2-c2ccccc2)c2ccccc2N1	-2.3%	-131.1%[inhibitor]	-2.1%	-1.2%	-10.3%	3.8%	2.9%	-5.1%
COCC(C)n1c(SCc2nc(N)nc(Nc3ccccc3C)n2)nc2ccccc2c1=O (stereo unspecified)	-17.0%	-4.0%	-3.3%	-6.4%	nt	-1.9%	0.1%	-10.7%
CSc1ncc(C(=O)NCc2ccc(C)cc2)c(C)n1	-2.0%	nt	7.4%	7.6%	nt	nt	4.7%	-0.1%
CC(C)N(Cc1ccccc1)C(=O)CCS(=O)(=O)c1cc2c(cc1Cl)NC(=O)CO2	-6.7%	nt	0.9%	-7.6%	nt	nt	7.2%	-6.8%
O=C(Nc1ccc(F)cc1)Nc1csc2c1CCCC2	7.08µM*[quencher]	nt	3.5%	-15.6%	nt	nt	-1.1%	?
Cc1cccc(C(=O)Nc2ccc(C(=O)OCc3cc(=O)n4c5c(sc4n3)CCCC5)cc2)c1	-16.6%	nt	5.8%	-9.2%	nt	nt	-3.0%	0.7%
O=C(Nc1ccc(-n2cnnn2)cc1)C1CCCN1C(=O)NC1CCCCC1 (stereo unspecified)	-14.0%	-1.5%[10 µM]	3.6%	-6.5%	6.8%	-2.4%	-1.4%	-9.4%
Cc1ccc2nc(-c3ccncc3)c(Nc3ccccc3C)n2c1	-11.3%	nt	2.1%	9.2%	nt	nt	-1.7%	-8.1%
CCOc1cc(/C=C/C(=O)Nc2ccc(C(=O)NCCN(CC)CC)cc2)ccc1OCC(C)C	?	-52.9%[inhibitor]	2.4%	?	7.3%	-3.0%	3.4%	-3.3%
CC(=O)c1cccc(NC(=O)C23CC4CC(C2)CC(n2cncn2)(C4)C3)c1	10.2%	nt	10.7%	5.8%	0.2%	1.8%	1.0%	10.0%
CC1CCCCN1C(=O)c1ccc(OC2CCN(S(=O)(=O)N(C)C)CC2)cc1 (stereo unspecified)	-14.1%	23.0%[10 µM]	-7.3%	-4.7%	-0.3%	-7.2%	-2.8%	?
O=C(Nc1ccc(Cl)cc1)N1CCC(c2ccccc2)C1 (stereo unspecified)	?	-100.9%[inhibitor]	-1.7%&-1.3%	-9.9%&-10.7%	nt	i	0.7%&-2.0%	-10.2%&-9.4%
Cc1cc2oc(=O)cc(-c3ccccc3)c2c(C)c1-c1ccoc1	-3.6%[81.3 µM]	nt	6.2%	4.5%[81.3 µM]	nt	-11.5%[81.1 µM]	3.8%	-17.0%[81.4 µM]
COCCCNc1ncnc2nc[nH]c12	1.4%	23.8%[10 µM]	-6.7%	-0.3%	0.8%	-9.8%	-0.3%	-8.5%
CCCCCC(=O)/C=C/[C@H]1[C@H](O)CC(=O)[C@@H]1C/C=C\CCCC(=O)O	-6.1%	8.4%	6.5%	-5.9%	nt	-7.0%	-2.4%	-3.4%
COc1ccc(OCC(=O)N2CCN(C(=O)c3cc(OC)c(OC)c(OC)c3)CC2)cc1	-0.7%	nt	-4.8%	-2.0%	nt	nt	-0.3%	-0.4%
N#C/C(=C(/O)COC(=O)COc1cccc(Br)c1)c1nc2ccccc2[nH]1	-19.4%	-9.3%[10 µM]	-0.2%	5.7%	nt	i	2.7%	-4.7%
CCOC(=O)CC(=O)CSc1nnc(Cn2c(=O)sc3ccccc32)n1C	-20.4%	9.7%[0.074 µM]	-1.6%	?	5.8%	-1.1%	-1.8%	-16.6%
CC(=O)Nc1ccc(Cc2ccc3[nH]c(=O)cc(C)c3c2)cc1	-10.9%	6.3%&-2.7%[10 µM]	2.6%	-3.7%	11.9%	i	1.3%	-6.2%
CC1CCN(CCCNC(=O)c2cn(C)c3ccc(S(=O)(=O)N4CCCC4)cc3c2=O)CC1	-0.2%	2.5%	-0.2%	-0.3%	-11.8%[11.4 µM]	0.7%	-4.9%	-2.2%
CCOC(=O)c1cnn2c1[nH]c(=O)c1ccccc12	8.1%	-14.9%	-0.4%	-1.2%	0.5%	-3.2%	-1.6%	-3.3%
CCn1c(OC)nc2c1c(=O)n(C)c(=O)n2C	-6.4%	-14.3%[10 µM]	-3.4%	-9.9%	19.6%	-16.1%	-1.4%	-2.9%
Cc1cc2c(cc1S(=O)(=O)CCC(=O)NC1CCC(C)CC1)OCC(=O)N2 (stereo unspecified)	-8.3%	nt	-0.1%	-3.0%	3.6%	nt	-0.8%	-7.2%
CCCc1nn(C)c(C(=O)Nc2ccc(Cl)cc2)c1Cl	-2.2%	11.0%[10 µM]	-0.8%	1.3%	9.6%	-9.7%	-0.2%	-10.1%
CCCn1nc(Oc2nc(NCC)nc(NC(C)C)n2)ccc1=O	-3.3%	-20.8%	3.2%	-4.8%	-3.7%	i	1.9%	-4.9%
C/C(=N\NC(=O)C(c1ccncc1)N1CCOCC1)c1ccc(Br)cc1 (stereo unspecified)	-4.7%	10.0%[10 µM]	-3.4%	-6.2%	4.0%	8.1%	0.3%	-5.2%

Pulled one by one from above (2):
SMILES	Tau fluor cs	HTT cytoprotect	TRb SRC2 PPI	Tau fibril FP	L3MBTL1 block	RECQ1 inh	TexasRed fluor	Tau ThT inhib
CCn1c(OC)nc2c1c(=O)n(C)c(=O)n2C	-6.4%	-14.3%[10 µM]	-3.4%	-9.9%	19.6%	-16.1%	-1.4%	-2.9%
O=C(Nc1ccc(Cl)cc1)N1CCC(c2ccccc2)C1 (stereo unspecified)	?	-100.9%[inhibitor]	-1.7%&-1.3%	-9.9%&-10.7%	nt	i	0.7%&-2.0%	-10.2%&-9.4%

Continued:
SMILES	Tau fluor cs	HTT cytoprotect	TRb SRC2 PPI	Tau fibril FP	L3MBTL1 block	RECQ1 inh	TexasRed fluor	Tau ThT inhib
COc1ccc(NC(=O)c2cccnc2SC)cc1OC	-13.7%	-21.0%	1.6%	-2.4%	nt	-12.1%	-1.2%	-9.2%
CCC(=O)N1CCc2cc(Br)cc(S(=O)(=O)CCC(=O)N(CC)Cc3ccccc3)c21	-7.0%	nt	-8.5%	1.1%	nt	nt	-2.0%	-5.3%
C#CCOC(=O)CCCC(=O)NCCCCCCCC	-4.9%	-2.4%	3.1%	-2.7%	32.5%[activator]	-1.3%	-1.0%	-6.8%
COC(=O)Cn1c(=O)n(CCc2ccccc2)c(=O)c2c3c(sc21)CCCC3	-25.8%	9.3%	-0.9%	1.0%	nt	i	1.1%	-21.0%
Cc1nc(N)[nH]c(=O)c1CCC(=O)OCC(C)C	-1.0%	19.3%[10 µM]	-8.1%	3.7%	8.4%	-2.3%	2.0%	-3.3%
O=C(c1cccs1)N1CCOCC1	-1.8%	13.7%	-15.3%	1.1%	5.2%	i	-2.7%	-7.8%
COc1ccc(C2C=C(c3ccc(Br)cc3)Nc3nc(N4C(=O)CCC4=O)nn32)cc1 (stereo unspecified)	-14.1%	-23.2%	-1.3%	-11.6%	-1.1%	-10.1%	-7.8%	-9.8%
O=C(NCc1cccc(Cl)c1)c1cnccn1	1.4%	5.6%	-0.3%	1.6%	10.3%	11.6%	-2.9%	-7.6%
O[C@@H]1[C@@H]2c3cc4c(cc3CN3CCC(=C[C@@H]1O)[C@H]23)OCO4	nt	-55.2%[inhibitor][40.3 µM]	-3.6%[53 µM]	nt	nt	i	-3.7%[53 µM]	nt
C=CCn1c(O)c(CN2CCCCC2)c(C)c(C#N)c1=O	-25.1%	-29.3%	-19.7%	?	-21.1%	-13.2%	10.3%	25.1µM*
COCCn1nnnc1C(c1ccc(C)cc1)N1CCN(Cc2ccc3c(c2)OCO3)CC1 (stereo unspecified)	-3.7%	-16.5%[10 µM]	2.8%	-1.4%	-7.7%	-15.3%	0.5%	-4.3%
Cc1ccc(S(=O)(=O)NCC(=O)OCC(=O)Nc2ccccc2OC(F)F)cc1	-6.1%	10.2%[10 µM]	5.8%	-3.4%	11.0%	4.4%	5.2%	-4.3%
COc1ccc(CNC(=O)C(C)N2C(=O)COc3ccc(C)cc32)c(OC)c1 (stereo unspecified)	-9.7%	36.3%[10 µM]	-0.9%	7.2%	nt	20.5%	0.3%	nt
OCc1ccc(-c2nn(Cc3ccccc3)c3ccccc23)o1	-12.3%&-11.8%	-18.1%	6.2%&9.7%	9.4%&-8.6%	-20.1%	-3.3%&-17.7%	-0.7%&-3.0%	?
CC(=O)Oc1ccc2c(=O)c(-c3ccccc3)coc2c1	-6.1%	-49.4%	7.3%	1.0%	4.6%	-2.4%	-0.9%	?
O=C(CN1CCCC1)Nc1ccccc1C(=O)c1ccccc1	-15.4%	5.3%[10 µM]	-0.2%	-14.8%	3.3%	i	1.4%	-9.8%

Some of the compounds tested; the hit share may differ from the screen's.
